All columns: NCI-60 one-dose screen, growth in % after 48 h at 10 µM unless noted; 100 = growth as untreated, 0 = no growth, -100 = all killed.
HL-60(TB) – HL-60(TB) leukemia cells. 9% of 78,000 active. AID 1794776; active means growth percent below 10
An asterisk follows results filed as active; & = joins results of further samples.

nr | SMILES | HL-60(TB)
1 | CC(=O)Oc1c(Br)cc(-c2oc(-c3cc(Br)c(OC(C)=O)c(Br)c3)c3ccccc23)cc1Br | 97
2 | Cc1ccc(N2CCN(C(=S)c3cccs3)CC2)cc1 | 93
3 | O=C(COc1cccc(/C=C2\CSc3ccccc3C2=O)c1)c1ccc(Cl)cc1 | -48*
4 | Cc1ccc(-c2ccnc3c(-c4ccccc4)c(Nc4ccccc4)nn23)cc1 | 93
5 | CC(=O)c1c(OCC#N)ccc2c(C)cc(=O)oc12 | 82
6 | COc1ccc(-c2cc(-c3ccccc3)c(C#N)c(=O)[nH]2)c(OC)c1 | 92
7 | COc1ccc(OC)c(-c2cc(-c3ccc(Cl)cc3)c(C#N)c(SCc3ccccc3)n2)c1 | 103
8 | CCN1CC(C)(C)N(C(=O)c2ccccc2)CC1(C)C | 103
9 | CC(=O)Nc1nc(-c2cccc(NS(=O)(=O)c3cccc4c(N(C)C)cccc34)c2)cs1 | 81
10 | O=C(O)c1ccccc1C(=O)c1ccc(Cl)cc1 | 108
11 | CCOP(=O)(OCC)OCCOCCOP(=O)(OCC)OCC | 99
12 | CC(CNC1CCCCC1)OC(=O)c1ccc([N+](=O)[O-])cc1 (stereo not drawn) | 117
13 | CN1CCN(C(=O)Cn2c(-c3ccccc3)csc2=N)CC1 | 100
14 | COc1ccc(-c2ccc(-c3ccc(-c4ccc(C(=N)N)cc4)s3)s2)cc1OC | 99
15 | CN(C)CCC=C1c2ccccc2C=Cc2ccccc21 | 91&78&97
16 | O=C(NC(=O)c1c(Cl)nc2sccn12)Nc1ccc(Cl)cc1 | 89
17 | CC1(C)N=C(N)N=C(N)N1c1cccc(C#N)c1 | 36
18 | c1ccc(-c2cnnc3c4ccccc4nn23)cc1 | 146
19 | O=[N+]([O-])c1cc(I)cc([N+](=O)[O-])c1 | 125
20 | COc1ccc(-c2cc(-c3ccc(Cl)cc3)nc(SCCCC(=O)NO)n2)cc1 | -23*
21 | COc1ccc2nc(NC(=O)CN3CCn4c(nnc4C(F)(F)F)C3)sc2c1 | 103
22 | CC(C)CC(O)C(C)C (stereo not drawn) | 105
23 | O=C1C=COC2(C1)C(=O)Nc1ccccc12 (stereo not drawn) | 110
24 | O=C1NN=C2CCCCCCCCCCC12 (stereo not drawn) | 94
25 | Cc1cc(N=Cc2ccc(Cl)cc2)c(N=Cc2ccc(Cl)cc2)cc1C | 39
26 | Oc1ccccc1CNCc1ccccc1 | 98
27 | O/N=C(Cl)/C(Cl)=N/O | 117&101
28 | COc1ccc(-c2nc(SCC(C)C)nc(N/N=C(/C)c3ccc(OC)c(OC)c3)c2C#N)cc1 | 89
29 | O=c1oc2c(cc1-c1ccc([N+](=O)[O-])cc1)C(O)Oc1ccccc1-2 (stereo not drawn) | 72
30 | Nc1cc2c(O)cc(S(=O)(=O)O)cc2cc1S(=O)(=O)O | 100&66
31 | Cc1ccc(S(=O)(=O)Nc2ccccc2)cc1[N+](=O)[O-] | 54
32 | CC(CO)N1CCCCCC1 (stereo not drawn) | 86
33 | O=C1/C(=N\O)CC(c2ccccc2)N1c1ccccc1 (stereo not drawn) | 123
34 | NCc1ccc(Cl)c(Cl)c1 | 103
35 | COc1cc2c3c(n(C4CCC(O)CC4)c(=O)c2cc1OC)-c1cc2c(cc1C3=O)OCO2 (stereo not drawn) | 85
36 | CCC(C)n1c(=N)c(S(=O)(=O)c2ccccc2)cc2c(=O)n3ccccc3nc21 (stereo not drawn) | 102
37 | CCOc1ccc(-n2cnc3c(=O)[nH]c(N)nc32)cc1 | 82
38 | CCCC(C(O)CC)[N+](=O)[O-] (stereo not drawn) | 118
39 | C=CCCCOC1[C@H](OCc2ccccc2)C(OCc2ccccc2)C(OC)O[C@@H]1CNC(=O)c1cccc(-c2ccccc2)c1 (stereo partly drawn) | 78
40 | CCOc1ccc(-n2nc(C(=O)Nc3cc(F)cc(F)c3)nc2-c2cc(OC)c(OC)c(OC)c2)cc1 | 96
41 | CCCCC[n+]1ccc(SCC(=O)N(C)c2cccc(Cl)c2)c2ccccc21 | 94
42 | CC(Br)(C(=O)O)C(Br)C(=O)O (stereo not drawn) | 95
43 | COc1cc(CNC(=O)C[C@H](C)CCC=C(C)C)ccc1OCc1cn(-c2cccc(C(F)(F)F)c2)nn1 | 96
44 | CC1(C)CC(=O)C2=C(C1)N(c1ccc(OC(F)(F)F)cc1)C(N)=C(C#N)C2c1ccc(Cl)cc1 (stereo not drawn) | 102
45 | O=C(O)CCCc1ccccc1 | 109
46 | CNC(C)[C@H]1CCC2C3CC=C4C(=O)[C@@H](NC(=O)C=C(C)C)CC[C@]4(C)C3CC[C@@]21C (stereo partly drawn) | -67*
47 | CCCCSCC(=O)c1ccccc1 | 63
48 | O=C(Nc1cccc(C(F)(F)F)c1)Nc1ccc(OCc2nnc(-c3ccccc3)o2)c(F)c1 | -4.7*
49 | CC[C@H](CC[C@@H](C)[C@H]1CC[C@H]2[C@@H]3CC(=O)C4=CC(=O)/C(=C/c5ccc(Br)cc5)C[C@]4(C)[C@H]3CC[C@]12C)C(C)C | 103
50 | Cc1c(NC(=O)CCCn2c(O)c(/C=C3\C=Nc4ccccc43)sc2=S)c(=O)n(-c2ccccc2)n1C | 99
51 | CN(C)c1ccccc1Br | 95
52 | CC(O)(c1ccccc1)C(c1ccccc1)C1CCCCN1 (stereo not drawn) | 79
53 | COc1ccc(-n2ncn(Cc3cc(=O)oc4c3ccc3ccccc34)c2=O)cc1 | 96
54 | Cc1ccc(NC(=O)C(C)C)cc1 | 87
55 | CNC(=O)c1cccc(N2CCc3c2ccc(NC(=O)Nc2ccccc2)c3F)c1 | 102
56 | CCCn1c(O)c(N=Nc2ccc(S(N)(=O)=O)cc2)c2cc(Cl)ccc21 | 101
57 | C#CCOc1cc(/C=N/Nc2nc(-c3ccc(Cl)cc3)cs2)ccc1O | 98
58 | CCOc1ccc(/C=N\N2CCCCCC2)cc1OCC | 93
59 | Cn1c(=O)c2[nH]c(/N=N/SCCO)nc2n(C)c1=O | 88
60 | Cc1cc(Oc2ccccc2)ccc1Nc1ncnc2ccc(-c3cnc(Cl)c(NS(C)(=O)=O)c3)cc12 | 30

Compounds listed so far that have two or more sulfur atoms:
nr | SMILES | HL-60(TB)
2 | Cc1ccc(N2CCN(C(=S)c3cccs3)CC2)cc1 | 93
9 | CC(=O)Nc1nc(-c2cccc(NS(=O)(=O)c3cccc4c(N(C)C)cccc34)c2)cs1 | 81
14 | COc1ccc(-c2ccc(-c3ccc(-c4ccc(C(=N)N)cc4)s3)s2)cc1OC | 99
30 | Nc1cc2c(O)cc(S(=O)(=O)O)cc2cc1S(=O)(=O)O | 100&66
50 | Cc1c(NC(=O)CCCn2c(O)c(/C=C3\C=Nc4ccccc43)sc2=S)c(=O)n(-c2ccccc2)n1C | 99

Other compounds
nr | SMILES | HL-60(TB)
61 | CC[PH+](CC)CC.O=COC1OC([S-])C(OC=O)C(OC=O)C1OC=O.[Au+] (stereo not drawn) | -33*
62 | CCOC(=O)c1cc2c(n(C)c1=O)-c1cnn(-c3ccc(OC)cc3)c1CC2 | 113
63 | CCOC(=O)c1ccc2n1CCCc1cnc(NC3CCCCC3)nc1-2 | 81
64 | COc1ccc(/C=C/C(=O)Nc2ccc(-c3nc4ccc(OC)cc4s3)cc2)cc1 | 99
65 | CC1=NN(c2cccc(Cl)c2)C(=O)/C1=C\c1ccccn1 | 113
66 | O=C(Nc1ccc(-c2ccc3c(c2)NC(=O)/C3=C\c2ccc[nH]2)cc1)Nc1ccc(Cl)c(Cl)c1 | 52
67 | CC(C)OC(=O)[C@H](C)N[P@](=O)(OCC1=CC[C@H](n2ccc(=O)[nH]c2=O)O1)Oc1ccccc1 | 110
68 | O=C(O)COc1c(Cl)c(Cl)cc(Cl)c1Cl | 99
69 | COCC(OC)C(CC=C(C#N)C#N)OC (stereo not drawn) | 96
70 | Cc1cc(C)c(/C=C2\C(=O)Nc3ccc(NC(=O)CCCCC(=O)Nc4ccccc4N)cc32)[nH]1 | 101
71 | COc1ccc(-n2cnc3c(sc4ncccc43)c2=O)cc1 | 97
72 | CC1CCN(C(=O)CSc2nc3sc4c(c3c(=O)[nH]2)CCCC4)CC1 | 102
73 | O=C(CN1CCNCC1)N1CCOCC1 | 69
74 | Cn1cc(-c2nnc(N)nc2-c2cn(C)c3ccccc23)c2cc(F)ccc21 | 81
75 | C=C1c2c(C)nn(-c3ccc(O)cc3)c2N(C)C23C[C@@H]1C1(C)c4c(C)nn(-c5ccc(O)cc5)c4N(C)C(C)(C[C@H]12)C3 (stereo partly drawn) | 4.8*
76 | CC(Cl)(CCl)CCl | 83
77 | O=C(O)c1ccnc(C(=O)O)c1 | 75
78 | COc1cc(C)cc2oc3oc(=O)c(-c4csc(-c5cc6ccccc6oc5=O)n4)cc3c(=O)c12 | 115
79 | CCOC(=O)c1cnc2ccccn2c1=O | 99
80 | COc1ccc(C(=O)Nn2cnc3oc(-c4ccccc4)cc3c2=N)cc1 | 102
81 | Cc1ccc(/C=C2\SC(=S)N(NC(=O)c3ccccc3)C2=O)o1 | 97
82 | CCOC(=O)C[n+]1cccc2c3ccccc3ccc21 | 102
83 | CC(=O)C(=O)Nc1ccc(F)cc1 | 94
84 | O=C1OC(c2ccccc2)=N/C1=C\c1ccc([N+](=O)[O-])cc1 | 119
85 | Cn1cc(-c2csc(-c3cn(C)c4ccc(F)cc34)n2)c2cnccc21 | -45*
86 | COc1nc2c(cc1S(=O)(=O)c1ccccc1)CCc1c-2cnn1-c1cccc(Cl)c1 | 65
87 | COc1ccc(NC(c2ccc(OC(F)F)c(OCC3CC3)c2)c2nnnn2C2CCCCC2)cc1 (stereo not drawn) | 94
88 | Cc1cc(C)c(C#N)c(Cl)n1 | 76
89 | O=c1[nH]c2ccc(Oc3ncccn3)cc2c(=O)n1Cc1cccc(NC(=S)Nc2ccc(F)cc2)c1 | 96
90 | CCSc1ccc(C(=O)O)cc1 | 101
91 | Nc1cccc(F)c1 | 93
92 | COc1ccc(-c2nn(-c3ccc(NC(=O)Nc4ccc(Cl)c(C(F)(F)F)c4)cc3)cc2-c2ccncc2)cc1Cl | -12*
93 | COc1ccccc1OC(C)=O | 104
94 | COC(=O)c1c(C)[nH]c2c3c(c(OCCC#N)cc12)[C@H]1C[C@@H]2[C@@]4(C)CCCC(C)(C(=O)OC)[C@@H]4CC[C@@]32C=C1C(C)C (stereo partly drawn) | 112
95 | CCOc1ccccc1OCC | 77
96 | O=C(O)c1ccccc1C(=O)Nc1ccc([N+](=O)[O-])cc1 | 87
97 | CSc1nc2nc(C)[nH]c(=O)c2[nH]1 | 109
98 | O=C1/C(=C/c2ccc(Br)cc2)SC(=NC2CCCCC2)N1Nc1ccccc1 | 54
99 | COc1cc(/C=C/C(C)=O)ccc1OCc1ccc(C(C)(C)C)cc1 | 57
100 | O=C(Nc1ccc2ncsc2c1)c1csc(Nc2ccc3[nH]ncc3c2)n1 | 9.7*
101 | ClC1C2CC3C(C2)C13 (stereo not drawn) | 94
102 | Cc1cc(N=Nc2cc(S(=O)(=O)O)c3ccccc3c2N)ccc1-c1ccc(N=Nc2cc(S(=O)(=O)O)c3ccccc3c2N)cc1C | 114
103 | O=[N+]([O-])c1cc(C2CCCCC2)c(O)c([N+](=O)[O-])c1 | 91
104 | COc1cc(C=C2C(=O)N(C)C(=O)N(C)C2=O)cc(CN2CCN(C)CC2)c1O | 102
105 | CCCC(=O)Oc1ccc(CC)cc1 | 98
106 | CCCCN(CCO)C(C#CC(C)(C)O)C(C)C (stereo not drawn) | 91
107 | CN(C)c1ccc(/C=C/c2cnccn2)cc1 | 78
108 | COC(=O)c1ccccc1NN=Nc1ccccc1[N+](=O)[O-] | 109&80
109 | Cc1ccc(C(=O)/C(=N/O)S(=O)(=O)c2ccccc2)cc1 | 90
110 | NS(=O)(=O)c1ccc(Nc2nc(N/N=C/c3ccc(F)cc3)nc(Nc3ccccc3)n2)cc1 | 60
111 | CCCCN(CCCC)C(=O)OCC | 103
112 | CCCCCCCCCCCCCCCCOC(=O)C(CCSC)NCNc1ccc(S(=O)(=O)c2ccc(NCNC(CCSC)C(=O)OCCCCCCCCCCCCCCCC)cc2)cc1 (stereo not drawn) | 94
113 | O=C1COc2cccnc2N1 | 99
114 | Cc1cc(C(=O)c2ccccc2)c(C)c2c1[nH]c1ccc(Cl)cc12 | 1.1*
115 | Cc1ccc(/C=N/NC(=O)c2ccc3cccc(O)c3n2)cc1 | 94
116 | Cc1cc2nnc3c4ncccc4c(C#N)n3c2cc1C | 138
117 | CO[C@H]1CNCC[C@@H](c2ccccc2)OC(=O)C[C@@]2(O)O[C@H]([C@@H](O)[C@H](O)[C@H]2O)[C@@H](O)/C=C/[C@H]1OC | 104
118 | COC(=O)N[C@@H](C)CNc1nccc(-c2cn(C(C)C)nc2-c2cc(Cl)cc(NS(C)(=O)=O)c2F)n1 | 27
119 | CN1c2ccccc2C(C)(C)C12CC(c1ccc(Cl)c(S(=O)(=O)N3CCCC3)c1)=NO2 (stereo not drawn) | 55
120 | C#CCOc1ccc(C2=NN(CCCC)C3N=C(Cl)c4ncn(CCCC)c4N23)cc1OCC#C (stereo not drawn) | 99

Next part.
nr | SMILES | HL-60(TB)
121 | CCOC(=O)c1ccc(S(=O)(=O)N(CC)CC)cc1 | 62
122 | Oc1c(CN2CCOCC2)cc(CN2CCOCC2)c(O)c1CN1CCOCC1 | 79
123 | Cc1ccc(/C=C2/C=C(c3ccccc3)OC2=O)cc1 | 69
124 | CC(C)c1cccc(C(C)C)c1OCC(C)(C)CN1CCCCC1 | 104
125 | CCCc1ccc(O)c(OC)c1 | 99
126 | CC(=O)C1=C(C)C2CC3(C)CC(C2(C)C1)C3(C)C (stereo not drawn) | 94
127 | CC1CCCCC12C(=O)NC(=O)NC2=O (stereo not drawn) | 93&107
128 | CC1SC(c2ccc(OCc3ccccc3)cc2)N(NC(=O)C(O)(c2ccccc2)c2ccccc2)C1=O (stereo not drawn) | 14
129 | Cc1cccc(C)c1OC(=O)C(Cl)(Cl)Cl | 95

Given as labelled records: entries from further up
#126 CC(=O)C1=C(C)C2CC3(C)CC(C2(C)C1)C3(C)C (stereo not drawn)
  HL-60(TB): 94

#127 CC1CCCCC12C(=O)NC(=O)NC2=O (stereo not drawn)
  HL-60(TB): 93&107

#128 CC1SC(c2ccc(OCc3ccccc3)cc2)N(NC(=O)C(O)(c2ccccc2)c2ccccc2)C1=O (stereo not drawn)
  HL-60(TB): 14

#129 Cc1cccc(C)c1OC(=O)C(Cl)(Cl)Cl
  HL-60(TB): 95

Screens (PubChem BioAssay)

This is a subset; the hit share may differ from the screen's.
